# NOD2-RIPK2 inh – NOD2-RIPK2 binding disruptors in cells, primary screen, fluorescence, CHO cells, BLA complementation | Receptor-interacting serine/threonine-protein kinase 2 (Homo sapiens), O43353 | CCF4 ratio | inhibition, % at 4.98 µM | actives 0.38% (n = 360,000) | AID 624267, 2012; in the data active = inhibition above about 21%;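 also: 0% = vehicle only and 100% = reference blocker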
# Target sequence (O43353 whole entry, looked up): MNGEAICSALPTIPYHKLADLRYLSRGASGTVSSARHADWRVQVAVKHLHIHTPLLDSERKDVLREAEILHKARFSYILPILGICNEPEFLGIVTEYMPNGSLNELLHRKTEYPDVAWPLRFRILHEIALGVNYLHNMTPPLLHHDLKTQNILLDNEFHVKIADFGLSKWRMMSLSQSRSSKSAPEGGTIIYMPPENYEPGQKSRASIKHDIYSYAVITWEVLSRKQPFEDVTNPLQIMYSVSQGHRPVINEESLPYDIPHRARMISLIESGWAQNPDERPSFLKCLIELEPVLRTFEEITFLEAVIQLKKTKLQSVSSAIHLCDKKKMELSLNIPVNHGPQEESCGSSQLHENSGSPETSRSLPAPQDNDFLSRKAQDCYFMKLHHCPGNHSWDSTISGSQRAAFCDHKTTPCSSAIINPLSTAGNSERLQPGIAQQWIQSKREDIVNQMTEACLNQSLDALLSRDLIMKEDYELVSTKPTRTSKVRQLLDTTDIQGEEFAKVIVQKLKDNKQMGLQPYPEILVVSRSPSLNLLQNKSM
# NR5A2 inv ag – LRH-1 (NR5A2) inverse agonists, primary screen, cell-based, luminescence, HEK293T, StAR-luciferase reporter; Nuclear receptor subfamily 5 group A member 2 (Homo sapiens), O00482; LRH-1 transfected, 24 h; inhibition, % at 3.6 µM; actives 0.13% (n = 360,000);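 active = inhibition above the mean inhibition of all tested compounds plus 3 SD, cut at about 73% in these data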;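 also: 0% = DMSO wells and 100% = reporter-only cells lacking LRH-1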
# Target sequence (O00482 whole entry, looked up): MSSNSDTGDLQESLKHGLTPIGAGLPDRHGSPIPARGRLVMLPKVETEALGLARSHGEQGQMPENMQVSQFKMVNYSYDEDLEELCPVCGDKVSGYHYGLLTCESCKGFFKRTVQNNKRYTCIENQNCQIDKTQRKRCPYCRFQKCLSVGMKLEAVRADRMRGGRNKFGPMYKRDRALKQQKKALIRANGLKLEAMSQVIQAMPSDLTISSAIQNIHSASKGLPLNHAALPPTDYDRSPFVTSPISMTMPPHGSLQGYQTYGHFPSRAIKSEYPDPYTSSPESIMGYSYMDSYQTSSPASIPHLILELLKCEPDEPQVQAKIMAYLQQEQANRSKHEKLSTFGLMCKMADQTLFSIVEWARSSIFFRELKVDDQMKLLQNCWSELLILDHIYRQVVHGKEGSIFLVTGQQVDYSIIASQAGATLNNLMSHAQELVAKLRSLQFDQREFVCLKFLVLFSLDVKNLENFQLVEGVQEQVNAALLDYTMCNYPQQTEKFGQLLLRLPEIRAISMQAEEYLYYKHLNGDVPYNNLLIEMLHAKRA
# MC4R ag barr – MC4R agonists recruiting beta-arrestin, primary screen, cell-based, luminescence, agonist arm of biased-ligand search; Melanocortin receptor 4 (Homo sapiens), P32245; activation, % at 8.9 µM; actives 0.98% (n = 360,000); U2OS MC4R beta-arrestin complementation; percent of melanotan II response, DMSO zero;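 active = activation above a per-plate cutoff, the mean activation of sample wells on that plate plus 3 SD, cut at about 8% in these data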
# MC4R antagonist – MC4R antagonists of cAMP signaling, primary screen, cell-based, TR-FRET, antagonist arm of biased-ligand search. AID 540295, 2011. Melanocortin receptor 4 (Homo sapiens), P32245. inhibition, % at 6.5 µM. MC4R-expressing cells, MTII-stimulated cAMP, LANCE TR-FRET. actives 0.48% (n = 360,000);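 active = inhibition above its plate's cutoff, the mean of tested wells on that plate plus 3 SD, cut at about 29% in these data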;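 also: 0% = Melanotan II alone and 100% = Melanotan II plus saturating MCL0020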
#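 material = U2OS cells stably expressing human melanocortin 4 receptor (MC4R) | also added = Melanotan II challenge | dosing = single nominal compound dose of 6.5 µM | detection = TR-FRET with Eu-cAMP and labeled anti-cAMP, 671 nm | replication = singlicate | timing = compound 30 min, challenge 1 h, detection 1 h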
# LMP1 NFkB inh – EBV LMP1-driven NF-kappaB luciferase reporter inhibitors, primary screen, cell-based, luminescence, single point. LMP1-induced NF-kappaB luciferase reporter cells. inhibition, % at 12.5 µM. actives 0.69% (n = 350,000). AID 504558, 2011; in the data active = inhibition above about 41%;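 also: 0% = neutral control wells and 100% = reference inhibitor control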
# NCOA1 inh – SRC1 coactivator transcriptional activity inhibitors, primary screen, cell-based, luminescence. Nuclear receptor coactivator 1 (Homo sapiens), Q15788. HEK293 GAL4-SRC1 luciferase reporter. inhibition, % at 3.6 µM. actives 0.12% (n = 360,000). AID 588354, 2011;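 active = inhibition above the campaign mean plus 3 SD, with each screening campaign given its own cutoff, cut at about 60% in these data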;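 also: 0% = DMSO treated cells and 100% = gossypol at 36 µM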
# NCOA3 inh – SRC3 coactivator transcriptional activity inhibitors, primary screen, cell-based, luminescence | Nuclear receptor coactivator 3 (Homo sapiens), Q9Y6Q9 | HEK293 GAL4-SRC3 luciferase reporter | inhibition, % at 3.6 µM | actives 0.17% (n = 360,000);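 active = inhibition above a per-campaign cutoff, the mean of all compounds plus 3 SD, cut at about 60% in these data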;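 also: 0% = DMSO-treated cells and 100% = gossypol-treated cells at 36 µM; higher means less SRC3-driven luciferase light from the GAL4 reporter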
# COUP-TFII inh – NR2F2 transcriptional activity inhibitors, primary screen, cell-based, luciferase reporter, HEK293T, luminescence; COUP transcription factor 2 (Homo sapiens), P24468; HEK293T NGFI-A luciferase reporter; inhibition, % at 8.6 µM; actives 0.7% (n = 370,000);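 active = inhibition above a per-plate cutoff, mean inhibition of test wells between control levels plus 3 SD, cut at about 38% in these data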;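 also: cells cotransfected with COUP-TFII expression vector driving the NGFI-A reporter; 0% = median of COUP-TF2 test wells and 100% = reporter-only cells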
# SRC2 inh – inhibition of GAL4-SRC2 driven luciferase reporter, primary screen, SRC2 inhibitor project, cell-based, luminescence; inhibition, % at 9 µM; Nuclear receptor coactivator 2 (Homo sapiens), Q15596; HEK293 GAL4-SRC2 luciferase reporter; actives 0.17% (n = 370,000); AID 651957, 2012;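 active = inhibition above the mean inhibition of all tested compounds plus 3 SD, set per campaign, cut at about 52% in these data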;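 also: 0% = DMSO treated cells and 100% = cells given Gossypol at 36 µM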
# ABHD5 PLIN5 PPI – ABHD5-PLIN5 interaction inhibitors, primary screen, cell lysate, split luciferase complementation, luminescence; Perilipin-5 (Homo sapiens) + 1-acylglycerol-3-phosphate O-acyltransferase ABHD5 (Homo …; Split G. princeps luciferase complementation, 4 h; inhibition, % at 4 µM; actives 0.78% (n = 360,000); AID 602281, 2012;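 active = inhibition above the mean inhibition across every tested compound plus 3 SD, cut at about 22% in these data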;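 also: 0% = DMSO only wells and the 100% control is not disclosed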
# TLR9-MyD88 block – inhibitors of TLR9-MyD88 association in cells, primary screen, cell-based, CHO, BLA complementation, fluorescence | inhibition, % at 4.98 µM | CCF4 FRET ratio | actives 0.21% (n = 340,000) | Toll-like receptor 9 (Homo sapiens) + Myeloid differentiation primary response protein …;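 active = inhibition above the mean over all tested compounds plus 3 SD, cut at about 21% in these data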;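 also: 0% = DMSO only wells and 100% = clavulanate BLA inhibitor control wells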
# Numbers without * were called inactive; · = no result given.
SMILES,NOD2-RIPK2 inh,NR5A2 inv ag,MC4R ag barr,MC4R antagonist,LMP1 NFkB inh,NCOA1 inh,NCOA3 inh,COUP-TFII inh,SRC2 inh,ABHD5 PLIN5 PPI,TLR9-MyD88 block
OCC1OC(n2cnc3c(/C=C(\O)c4ccccc4)ncnc32)C(O)C1O (stereo not given),-4,69,-0.7,-1,-8,-29,-50,-33,-13,-2,0
CCOc1ccc(OCC(=O)Nc2cc(Cl)ccc2-n2cncn2)cc1,3,-14,0.2,-2,-1,-11,-24,-1,-28,11,9
CCc1ccc(C(=O)Nc2nc(C)cs2)s1,-10,-174,-1.5,5,14,-90,-58,-36,-38,-3,-5
COCc1cc(C)nc(SCC(=O)Nc2ccc3c(c2)OCO3)c1C#N,3,7,0.2,2,0,-7,13,8,-6,-5,9
COC(=O)C1=C(C)NC(=S)NC1c1ccc(OCC(=O)N2CCCCC2)c(OC)c1 (stereo not given),7,14,-1.2,2,5,7,15,-2,12,-1,-6
CCOC(=O)c1sc(NC(=O)/C=C/c2c(F)cccc2Cl)nc1C,1,-9,0.6,18,10,3,15,2,15,0,-6
CC(C)NC(=S)NNC(=O)C12CC3CC(CC(C3)C1)C2,2,0,0.9,4,1,6,-4,-2,15,4,0
COc1cc(-c2noc(C)n2)cc(OC)c1OC,-2,8,-1.8,-2,13,-38,-2,1,-1,-4,-3
Cc1cc(NNC(=O)c2cccc(C(F)(F)F)c2)nc2c1c(C)nn2C,3,34,-3.4,5,17,12,20,50*,24,5,10
CCc1ccc2c(CN3CCN(S(=O)(=O)c4ccccc4F)CC3)cc(=O)oc2c1,-14,-3,0.9,9,3,-5,-8,19,-15,4,-7
COC(=O)[C@]1(C)N[C@H](CN(C)S(=O)(=O)c2ccc(-c3ccccc3)cc2)[C@@H]2C(=O)N(Cc3ccccc3)C(=O)[C@@H]21,-8,-6,-1.7,8,-8,3,-8,-14,-2,-3,-2
COCCNC(=O)C1(C)CCCN(Cc2cc(-c3ccccc3)on2)C1 (stereo not given),3,-13,-0.8,2,·,-9,-15,1,-7,2,·
O=C(C[n+]1ccncc1)c1ccccc1,3,3,0.9,-2,2,7,-25,-7,-11,-5,-17
Cc1cccc(-n2ncc3c(NCCN4CCOCC4)ncnc32)c1,-13,-10,-1.7,-2,-7,-56,-47,-8,-47,8,0
CCc1c(C)nc(N2CCN(Cc3ccccc3)CC2)[nH]c1=O,-2,11,-0.2,4,9,-36,16,-3,2,0,-5
O=C(Nc1cccnc1)c1cc2c(s1)-c1ccccc1OC2,-1,-109,2.2,-1,-13,-45,-32,-5,-7,-5,-7
C=CCNC(=S)/N=c1/ccccn1C,1,-1,0.2,-1,1,11,-5,-16,2,-8,-2
CN(C)c1nc(NCc2ccccc2)nc(SCC(N)=O)n1,5,5,-0.2,4,9,1,13,7,-3,0,10
C=CCNc1nc(-c2c(C)nc3ncccn23)cs1,4,-16,-1.0,-2,-1,4,4,8,-12,-25,-11
Cc1ccc(C2=NC(=O)/C(=C/c3cc(O)c(O)c(Br)c3)S2)cc1,3,-3,-2.1,18,-4,6,-1,9,9,4,-1
COc1cccc2cc(C(=O)NCCC3=CCCCC3)c(=O)oc12,2,-1,-2.8,4,2,8,-7,6,-25,-5,3
CN(C)C(CNC(=S)Nc1ccccc1Cl)c1cccnc1 (stereo not given),-6,-3,-1.1,5,0,-1,16,10,-5,-2,11
C/C(=N\Nc1cccc2cccnc12)c1ccc[nH]1,0,-97,-3.0,2,-35,-120,-121,-22,-46,-2,4
CC(=O)C(=Cc1cc(C)n(-c2ccccc2)c1C)C(C)=O,-3,0,-0.2,4,7,9,-5,-35,-4,4,0
O=C(CCCN1CCOCC1)c1ccc2c(c1)OCCO2,-3,-134,-1.4,-3,0,-112,-68,-32,-52,2,0
# The results go on:
SMILES,NOD2-RIPK2 inh,NR5A2 inv ag,MC4R ag barr,MC4R antagonist,LMP1 NFkB inh,NCOA1 inh,NCOA3 inh,COUP-TFII inh,SRC2 inh,ABHD5 PLIN5 PPI,TLR9-MyD88 block
CCOc1ccc(CN2CCNC(=O)C2CC(=O)NCCc2ccccn2)cc1 (stereo not given),-7,-3,-1.4,3,-17,-22,-2,-15,-15,0,-2
COc1ccc(C(O)c2nccn2C)cc1 (stereo not given),-13,-7,-0.2,-1,13,15,-12,-14,3,-2,-4
CC(C)c1ccc(C(C(=O)NC2CCCCC2)N(C(=O)c2ccccn2)c2cccnc2)cc1 (stereo not given),2,-13,-0.1,-7,10,0,12,-22,5,6,5
CC(C)(C)n1nnnc1C(c1cc2ccccc2o1)N(Cc1ccccc1)Cc1ccccc1 (stereo not given),0,12,·,·,·,·,·,-11,-8,-3,·
CS(=O)(=O)N(Cc1ccc(C(=O)NCCSCc2ccco2)cc1)c1ccccc1,7,-9,-1.3,-4,5,-13,-8,0,-23,-4,8
Cc1cc(C)c2c(N)c(C(=O)Nc3c(C)n(C)n(-c4ccccc4)c3=O)sc2n1,-9,4,-0.7,-3,-5,-5,-2,2,0,8,-19
CCCCNS(=O)(=O)c1cc(-c2nn(C)c(=O)c3ccccc23)ccc1C,-5,11,-2.5,-5,8,9,2,-2,18,-1,9
O=C(N/N=C/c1ccc([N+](=O)[O-])s1)c1ccccc1,-1,25,-4.7,-15,17,9,27,38*,46,-9,0
COc1ccc(C(=O)Nc2ccc(Oc3nc(C)nc4sc(-c5ccccc5)cc34)cc2)cc1OC,-1,-11,-1.3,-9,4,7,18,5,28,2,-6
Cc1ccc(S(=O)(=O)NC(C(=O)N2CCN(S(=O)(=O)c3cccc(F)c3)CC2)C(C)C)cc1 (stereo not given),2,-11,0.9,22,-2,5,-12,13,-2,1,-4
COc1ccc(CN2CCC(=O)N([C@H](CO)Cc3ccccc3)CC2)cc1OC,-9,17,-0.2,6,12,-2,-1,1,-22,1,10
Cc1c(OC(C)C(=O)N[C@H](C(=O)O)c2ccccc2)ccc2c3c(c(=O)oc12)CCCC3 (stereo not given in full),1,3,1.1,-1,6,8,31,23,-2,2,-6
CC(C)Nc1nc(NC(C)C)nc(N(C)C#N)n1,-3,-5,0.0,-7,3,-32,-10,4,-14,9,10
Nc1nc2ccc(Cl)cc2cc1C(=O)NC1CC1,-16,-8,·,·,·,·,·,4,-35,-11,·
CC(=O)OCCc1c(C)nc2nc[nH]n2c1=O,-3,14,-2.5,-9,3,-31,16,9,12,2,-2
Cc1ccc(NCC(=O)N/N=C/c2ccc(-c3cccc(C(F)(F)F)c3)o2)cc1,-6,15,-1.3,12,-8,-41,3,5,-9,-35,2
CS(=O)(=O)Nc1cccc(NC(=O)c2cccc3c(-c4cccc(C(N)=O)c4)coc23)c1,-2,17,1.6,44*,·,-25,-48,-4,-27,0,·
Clc1ccc2c(c1)C(N1CCNCC1)Cc1ccccc1S2 (stereo not given),5,8,10*,-7,-19,14,2,·,·,33*,-1
COc1ccc(-c2nnc(NC(=O)C3CCCN3S(=O)(=O)c3cccs3)o2)cc1 (stereo not given),-7,-12,-2.8,16,-9,-5,6,-9,-40,6,2
CC1(C(=O)O)CCCN1C(=O)c1cc2ccccc2s1 (stereo not given),-3,-1,-2.2,8,·,-1,8,-3,-4,-9,·
O=C1CC(=O)Nc2cc(S(=O)(=O)Nc3cccc(C(F)(F)F)c3)ccc2N1,-4,-6,-2.2,2,-2,3,-5,11,0,-4,1
COc1ccc2nc(NC(=O)CSc3nnc(C)n3N)sc2c1,-14,-150,1.5,10,17,-160,-68,-36,-30,-1,1
Cc1ccc(COc2coc(CN3CCN(C(=O)c4ccco4)CC3)cc2=O)cc1,-7,-11,0.1,1,1,-11,9,3,-17,6,1
CCCCC(=O)Nc1ccc2c(c1)C(=O)NC2=O,-10,15,-0.7,7,0,2,8,·,·,-5,-2
Cc1onc(CO)c1C(=O)Nc1nccs1,5,-5,-0.8,-4,8,-33,2,-23,6,5,2
# (continued)
SMILES,NOD2-RIPK2 inh,NR5A2 inv ag,MC4R ag barr,MC4R antagonist,LMP1 NFkB inh,NCOA1 inh,NCOA3 inh,COUP-TFII inh,SRC2 inh,ABHD5 PLIN5 PPI,TLR9-MyD88 block
CCc1n[nH]c(=S)n1/N=C/c1ccc(N(C)c2ccccc2)cc1,0,29,2.3,4,76*,6,15,12,1,1,-4
CC1(c2ccccn2)Nc2ccccc2-c2nc3ccccc3n21 (stereo not given),1,-110,1.1,6,-12,-34,-107,-48,-41,6,-10
O=C1c2ccccc2NC(c2ccc3c(c2)OCO3)N1O (stereo not given),5,-92,-1.1,4,-7,-45,-58,-18,-44,2,-4
Cc1nc(Nc2ccc(Cl)cc2)c2oc3ccccc3c2n1,6,-2,0.2,6,-1,-25,2,9,-1,-8,5
O=C(NC1CCCC1)c1cccnc1N1CCCCCC1,-6,-27,-0.9,3,4,-9,5,10,-11,0,-1
O=C(COC(=O)CCC(=O)c1ccc(Cl)cc1)NCCc1ccccc1,1,6,-2.1,2,5,-12,1,-18,-17,2,3
O=C(CSc1nnc2ccc(-c3cccnc3)nn12)Nc1ccc(F)cc1,0,-9,0.1,-1,-2,3,-7,5,-15,-6,-10
COc1ccc(S(=O)(=O)N(C)C[C@H]2Oc3c(NC(=O)Cc4ccccc4)cccc3C(=O)N([C@H](C)CO)C[C@@H]2C)cc1,0,18,-0.3,6,2,3,25,25,25,-1,2
O=C(CC(Nc1ccc(F)cc1)C(=O)O)c1ccccc1 (stereo not given),-5,-56,0.0,4,-33,-101,-92,-27,-23,43*,7
CCOC(=O)CSc1nnc(-c2ccc(Cl)cc2Cl)o1,5,10,2.0,7,7,-6,-25,16,-1,-1,-6
COc1ccc(C(O)P(=O)(OCCC(C)C)c2ccc(N(C)C)cc2)cc1 (stereo not given),1,23,-0.2,12,4,-1,3,3,3,6,-3
Cc1ccc(N(C(=O)CNC(=O)c2ccco2)C(C(=O)NC2CCCC2)c2cccnc2)cc1F (stereo not given),-9,-2,0.1,16,3,5,2,-15,-9,-1,-2

# Not all compounds are listed (hit frequency here may not be typical).
